HTR5A ag ctr – counter-screen for OPRM1-OPRD1 agonists: human HTR5A agonism. P47898. HTR5A agonist assay, luminescence, cell-based. activation, % at 9.3 µM. 340,000 compounds, 0.61% hits. AID 504692; in the data active = activation mostly above about 9.5%, no sharp cut-off; inactive = mostly below about 7.6%;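 note: 0% = cells with vehicle only and 100% = reference agonist; strong numbers were not always called active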
HTR5A inv ctr – HTR5A inverse agonism, opioid heterodimer counter-screen; HTR5A cell line, luminescence; inhibition, % at 9.3 µM; P47898; 340,000 compounds, 0.083% hits; in the data active = inhibition mostly above about 23%, no sharp cut-off; inactive = mostly below about 18%;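 note: 0% = cells with DMSO and 100% = no-cell wells with DMSO; some compounds called inactive have numbers as strong as hits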
DAGLB inhibitor – blocks human DAGLB lipase activity. Q8NCG7. 340,000 compounds, 0.059% hits. AID 504411. inhibition, % at 5.17 µM. HEK293T DAGLB membrane lysate, EnzChek fluorogenic substrate; in the data active = inhibition above about 34%;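 note: 0% = enzyme with vehicle and 100% = wells lacking enzyme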
Target sequence (Q8NCG7 whole entry, looked up): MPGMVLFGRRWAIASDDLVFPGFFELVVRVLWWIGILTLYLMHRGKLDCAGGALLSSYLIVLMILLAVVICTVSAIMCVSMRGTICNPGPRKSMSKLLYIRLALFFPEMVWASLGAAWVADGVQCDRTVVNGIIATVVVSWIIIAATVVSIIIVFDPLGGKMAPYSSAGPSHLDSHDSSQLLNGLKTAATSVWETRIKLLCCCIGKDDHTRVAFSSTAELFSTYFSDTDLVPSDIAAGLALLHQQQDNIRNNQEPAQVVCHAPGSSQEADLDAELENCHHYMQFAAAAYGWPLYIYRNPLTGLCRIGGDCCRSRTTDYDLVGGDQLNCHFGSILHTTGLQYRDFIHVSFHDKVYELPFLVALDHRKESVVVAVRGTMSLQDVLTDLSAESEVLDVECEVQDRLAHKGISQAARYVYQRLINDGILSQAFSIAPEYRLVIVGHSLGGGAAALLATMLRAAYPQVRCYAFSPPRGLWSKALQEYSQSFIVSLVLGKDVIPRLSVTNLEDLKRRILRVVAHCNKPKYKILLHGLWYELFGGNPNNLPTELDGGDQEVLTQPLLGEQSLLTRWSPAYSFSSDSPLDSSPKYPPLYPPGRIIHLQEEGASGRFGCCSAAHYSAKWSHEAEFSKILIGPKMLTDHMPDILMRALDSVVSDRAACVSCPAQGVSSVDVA
PKA-R1A activ – activators of PKA-R1A complex | P00514+P68181 | activation, % at 11.4 µM | 340,000 compounds, 0.083% hits | PKA-R1A dissociation, Cy5-IP20 fluorescence polarization; scaled: DMSO 0%, 113 µM cGMP 100%;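 active = percent activation above the mean of all tested compounds plus 3 SD, cut at about 19% in these data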;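 note: higher means more PKAc released from R1A so a rise in polarization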
PKA-R2B act – PKA-R2B complex activation; 340,000 compounds, 0.079% hits; activation, % at 11.4 µM; P22694+P31323; AID 504700; PKA-R2B holoenzyme dissociation, Cy5-IP20 fluorescence polarization; R2B truncated from residue 108, S112A mutant; 0% DMSO only, 100% 113 µM cGMP;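 active = activation above a cutoff set at the mean over all compounds plus 3 SD, cut at about 18% in these data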;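 note: higher means more holoenzyme dissociation and a rise in polarization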
Target sequence (P31323 whole entry, looked up, other chains not shown, the tested form may be a part): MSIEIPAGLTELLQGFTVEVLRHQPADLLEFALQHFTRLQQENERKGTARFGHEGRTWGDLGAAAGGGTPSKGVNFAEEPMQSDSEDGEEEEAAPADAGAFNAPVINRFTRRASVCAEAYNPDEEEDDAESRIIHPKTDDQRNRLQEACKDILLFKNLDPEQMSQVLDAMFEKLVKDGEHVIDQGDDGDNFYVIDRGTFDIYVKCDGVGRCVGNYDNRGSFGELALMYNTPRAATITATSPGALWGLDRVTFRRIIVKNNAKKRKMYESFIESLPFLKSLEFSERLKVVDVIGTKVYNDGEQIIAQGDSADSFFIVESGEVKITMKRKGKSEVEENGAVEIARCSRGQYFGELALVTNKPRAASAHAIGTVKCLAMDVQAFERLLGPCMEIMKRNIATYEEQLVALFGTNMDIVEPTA
V-ATPase pH – alters yeast V-ATPase proton transport | 350,000 compounds, 0.37% hits | S. cerevisiae, pHLuorin cytosolic pH fluorescence | response, % at 10 µM; in the data active = response mostly above about 7.3%, no sharp cut-off; inactive = mostly below about 5.4%; note: actives read high; inactives centre near 0; some compounds called inactive have numbers as strong as hits; reference of the scale not given here
DSG3 Ab inh – inhibitors of pemphigus antibody binding to human desmoglein-3. AID 588358. binding (percent of control), % at 10 µM. 310,000 compounds, 0.48% hits. DSG3-coupled beads, scFv-anti-DSG3-GFP binding, flow cytometry; hits give low values;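 active = binding more than 3 SD below its plate's average and above zero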;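 note: hits lower antibody fragment binding to DSG3; some compounds called inactive have numbers as strong as hits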
OPRM1-OPRD1 inv – mu-delta opioid heterodimer inverse agonism; P35372+P41143; cell-based MOR-DOR heterodimer luminescence; inhibition, % at 9.3 µM; 340,000 compounds, 0.21% hits; AID 504357; in the data active = inhibition above about 22%, passing the limit was not always enough;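 note: 0% = cells with DMSO and 100% = wells without cells with DMSO; values of inactives mirror those of a sister screen read the other way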
MOR-DOR ag – agonists of human mu-delta opioid receptor heterodimerization | P35372+P41143 | cells, OPRM1-OPRD1 heterodimerization, luminescence | activation, % at 9.3 µM | 340,000 compounds, 0.3% hits | AID 504326; in the data active = activation above about 18%;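 note: 0% = vehicle-treated cells and 100% = reference agonist; values of inactives mirror those of a sister screen read the other way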
Arrestin-AP2 inh – blocks beta-arrestin peptide binding to AP2 adaptin. 340,000 compounds, 0.31% hits. inhibition, % at 10 µM. FITC-arrestin peptide / GST-AP2 beads, flow cytometry; AP2 beta2 appendage carries R879A mutation. AID 504490;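 active = inhibition above a set limit, near 3 SD of compounds lacking own fluorescence, cut at about 54% in these data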;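 note: plate controls were DMSO wells for no effect and 5 µM unlabelled arrestin peptide for full effect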
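Measured by: flow cytometry, FL1 (488/535 nm); Material: AP2 appendage R879A on GSH beads; Evaluation: percent response; Timing: pre-incubation 12 min, peptide binding 1 h, room temperature; Also added: 50 nM FITC-arrestin peptide; Medium: PBS with 0.05% Tween 20 and 0.1% BSA.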
* hit, by the source's call; . = no result given; & = joins results of further samples.

SMILES	HTR5A ag ctr	HTR5A inv ctr	DAGLB inhibitor	PKA-R1A activ	PKA-R2B act	V-ATPase pH	DSG3 Ab inh	OPRM1-OPRD1 inv	MOR-DOR ag	Arrestin-AP2 inh
CC1CN(C(=O)C2CC(=O)N(c3ccc(Cl)cc3)C2)CC(C)O1 (stereo not drawn)	0	1	4	-5	11	-1	101	5	-0.7	20
CCC1=Nc2cc(C(=O)NCC3CCCO3)ccc2Sc2ccc(Br)cc21 (stereo not drawn)	0	-18	0	-6	8	-3	92	4	-0.7	32
COc1ccc2c(/C=N/NS(=O)(=O)c3ccc(C)cc3)c[nH]c2c1	4	-9	-2	5	1	2	93	5	-1.0	7
COc1cc(NS(=O)(=O)c2ccc3c(c2)n(C)c(=O)n3C)cc(OC)c1	-4	-1	1	-1	-11	-2	108	5	-0.9	-5
CCCCCCCCNC(C)C(O)c1ccc(SC(C)C)cc1 (stereo not drawn)	-1	-4	-1	6	-10	0	134	-26	4.8	12
CCn1c2ccccc2c2cc(NC(=O)CSc3nnc(-c4cccc(F)c4)o3)ccc21	3	-21	-1	2	8	-2	91	-13	2.3	-4
CN(C)CCCNCCCNC(=O)c1ccco1	-3&2	12&15	-2&-4	-3&-4	-11&4	-3&-1	90&98	12&17	-2.7&-3.4	8&20
CCn1c(=N)n(CC(=O)c2ccc(Cl)c(Cl)c2)c2ccccc21	7	-26	-6	0	-5	-3	103	11	-1.8	-11
O=C(C1CCN(S(=O)(=O)c2ccc(Cl)cc2)CC1)N1CCOCC1	1	0	-5	0	3	3	100	18	-3.6	18
Cc1occc1C(=O)N(Cc1nc(-c2ccccc2)no1)C(C)C	-2	6	-3	-7	-5	5	122	8	-1.6	16
Cc1cc(C(F)F)nn1CC(=O)NC1C(=O)N2C(C(=O)O)=C(CSc3nnnn3C)CSC12 (stereo not drawn)	1	-10	0	-1	-1	-3	99	-3	0.6	-12
CC(=O)Nc1cc2nc(C)n(Cc3ccccc3[N+](=O)[O-])c2nc1C	0	-2	-1	-2	-1	-1	116	12	-2.5	-6
COc1ccc(-c2csc(NC(=O)C3CCCO3)n2)cc1 (stereo not drawn)	-1	-9	-3	14	-9	6	88	6	-1.1	-7
Cc1cc(C)cc(NC(=O)Cc2ccc(S(=O)(=O)N3CCCC3)s2)c1	-5	11	-3	-2	-7	4	103	9	-2.2	3
CCc1ccc(OCCOCC(O)CNC2CCCC2)cc1 (stereo not drawn)	1	-3	4	-6	-3	5	119	-5	1.1	8
CCS(=O)(=O)C1=NSC2=NC(=O)/C(=C\c3ccc(OC(=O)c4ccco4)cc3)C(=N)N21	4	19	3	2	8	-1	106	13	-2.5	-3
Cc1ccc(C(=O)Nc2ccc3c(c2)CCC3)cc1	-1	3	-4	-16	-1	-1	117	-32	4.4	3
CCN(CC)CCCN1C(=O)C(O)=C(C(=O)c2ccc(C)o2)C1c1ccc(C)o1 (stereo not drawn)	2	-6	-1	5	1	-1	104	-16	2.8	3
Cc1ccc(N2C(=O)N3[C@H](c4ccc(Br)cc4)[C@@H]4C(=O)N(C(C)(C)C)C(=O)[C@@H]4[C@]3(C)C2=O)cc1	1	-2	-3	-6	-1	1	98	-20	3.4	5
O=C(COC(=O)c1cc(=O)[nH]c2ccccc12)NCc1cccc(Cl)c1	-3	10	-4	-2	0	5	.	5	-1.3	5
COC(=O)[C@H](Cc1ccccc1)NC(=O)Nc1ccc(OC)cc1	-4	-7	-2	2	4	-5	.	-8	1.7	13
CCC(=O)N(c1nnc(SCC(=O)Nc2sccc2C(N)=O)s1)C1CC1	.	.	1	3	2	0	105	.	.	.
CN(C)C(=O)c1ccc(NC(=O)CSc2nnc(-c3ccc4c(c3)OCO4)o2)cc1	0	-1	0	2	-6	-1	104	-5	0.7	3
Cc1cc(C)c(Cn2cnc(-c3ccc([N+](=O)[O-])cc3)c2)c(C)c1	-8	21	-3	-2	-12	-3	98	-25	4.5	-5
CCOC(=O)C1C(c2cccc([N+](=O)[O-])c2)C2C(=O)NN=C2CC1(C)O (stereo not drawn)	8	4	1	0	2	2	101	6	-1.2	4
COCCSc1nnc(NC(=O)CSCc2ccccc2)s1	-8	-9	3	0	-4	2	102	3	-0.6	0
CCCCCOc1ccccc1C(=O)NCCCCCC(=O)O	1	-2	1	5	-3	-1	100	12	-2.5	36
CCC(=O)NC(c1ccco1)c1cc(Cl)c2ccccc2c1O (stereo not drawn)	5	-1	-4	5	7	0	100	4	-0.6	8
CC1CN(c2ccccc2)CCN1C(=O)c1cc(COc2c(F)cccc2F)on1 (stereo not drawn)	14*	4	1	-15	-15	5	95	9	-1.7	8
Cc1nc(C)c(-c2csc(Nc3ccc(F)cc3)n2)s1	-2	-27	1	-10	-15	8	122	-22	4.3	-26
Cc1ccc(S(=O)(=O)N2C[C@H]3N(C(=O)OC(C)C)N(C(=O)OC(C)C)C[C@H](OC(=O)NCC4CCCCC4)[C@@]3(O)C2)cc1	.	.	-2	-5	0	0	109	.	.	.
CCc1cc(C(=O)NNC(=O)c2csc(N3CCOCC3)n2)sc1C	3	11	1	3	-2	0	99	9	-1.4	-4
CC1CCN(C(=O)c2ccc(S(=O)(=O)Cc3cc(F)ccc3F)c([N+](=O)[O-])c2)CC1	-1	2	-16	-8	-2	2	127	-20	3.6	-10
COc1ccc2nc(NC(=O)CSc3nnc4n3C(C)(C)Cc3ccccc3-4)sc2c1	4	-5	0	-13	-9	0	96	17	-3.8	3
Cc1ccc2[nH]c(=O)c(CN(Cc3cccnc3)C(=O)c3ccncc3)cc2c1	5	-6	2	-3	-10	0	96	7	-1.4	1
O=C(N/N=C\C=C\c1ccc2c(c1)OCO2)c1ccc(F)cc1	7	-13	-2	3	5	-3	93	2	-0.5	-3
Cc1ccc(NC(=S)N(Cc2cccs2)Cc2cc3cc(C)cc(C)c3[nH]c2=O)cc1	-3	23	-2	-13	-7	-4	.	5	-1.1	-5
N#CCc1ccc(NC(=O)/C=C/c2ccc([N+](=O)[O-])o2)cc1	3	-10	2	-9	2	1	.	-43	9.2	20
O=C(CCN1CCN(c2ccccc2)CC1)Nc1ccc2c(c1)OCO2	0	-8	2	-1	-2	1	99	6	-1.0	-1
COc1ccc(OCC(=O)N2c3ccccc3CCc3ccccc32)cc1	3	-18	-2	-2	-14	1	102	19	-4.3	4
Cc1ccc(C2SCC(C(=O)O)N2C(=O)c2ccc(F)cc2)cc1 (stereo not drawn)	9	-23	-1	-4	3	2	114	-10	1.9	5
CCc1ccc(NC(=O)CSc2nc(=O)n(CCCN3CCOCC3)c3c2CCC3)cc1	3	-20	1	-2	10	-5	97	11	-2.2	-6
O=C(CCn1cccn1)Nc1ccc2c(c1)OCCO2	-3	-8	-1	-8	-1	-1	106	14	-2.6	-8
CC(=O)c1ccc(CCCC(=O)O)cc1	1	3	1	2	-14	8	104	10	-1.8	-1
CCc1cc2c(SCC(=O)N3CCN(C(=O)c4cccs4)CC3)ncnc2s1	.	.	-3	12	8	-1	93	.	.	.

2 compounds drawn at random from those above, as already listed:
SMILES	HTR5A ag ctr	HTR5A inv ctr	DAGLB inhibitor	PKA-R1A activ	PKA-R2B act	V-ATPase pH	DSG3 Ab inh	OPRM1-OPRD1 inv	MOR-DOR ag	Arrestin-AP2 inh
O=C(CCN1CCN(c2ccccc2)CC1)Nc1ccc2c(c1)OCO2	0	-8	2	-1	-2	1	99	6	-1.0	-1
COc1ccc(OCC(=O)N2c3ccccc3CCc3ccccc32)cc1	3	-18	-2	-2	-14	1	102	19	-4.3	4

Further compounds follow.
SMILES	HTR5A ag ctr	HTR5A inv ctr	DAGLB inhibitor	PKA-R1A activ	PKA-R2B act	V-ATPase pH	DSG3 Ab inh	OPRM1-OPRD1 inv	MOR-DOR ag	Arrestin-AP2 inh
CC(=O)OCC1(C)CN(c2ccccc2)NC1=O (stereo not drawn)	-1	3	2	3	-6	1	101	42*	-8.5	23
N#C/C(C(=O)c1ccccc1)=C1/CCCN1	2	-5	3	6	1	-3	101	9	-1.9	1
O=C(CSc1ccc(-c2ccc(Cl)cc2)nn1)N1CCCc2ccccc21	4	-22	1	-3	8	2	101	-12	2.4	-2
CCOc1cc(C2C(C(=O)OC(C)C)=C(C)N=C3SCCC(=O)N32)ccc1OC(C)=O (stereo not drawn)	2	-11	-5	9	-1	2	101	-8	1.4	6
C[C@@H]1CN([C@H](C)CO)C(=O)c2cc(Br)cnc2O[C@H]1CN(C)Cc1ccccc1	.	.	-1	7	8	1	98	.	.	.
CC(C)(C)NC(=O)C(=O)N/N=C/c1ccc(Br)cc1	-2	-22	0	3	-9	-2	99	12	-1.9	-15
O=[N+]([O-])c1ccc(C2CCCC/C2=N\OCc2cccc(F)c2)c([N+](=O)[O-])c1 (stereo not drawn)	-10	23	-7	6	1	1	99	-15	3.2	-5
COCCNC(=O)C1CCN(S(=O)(=O)N2CCC3(CC2)OCCO3)CC1	-2	24	-1	-10	-2	2	95	-2	0.4	-2
COc1ccc(CN(C)C2CCCCC2)cc1	-1	-24	-4	0	9	-2	98	0	0.1	-1
Cc1nn(-c2ccccc2)c2[nH]c(=O)c(CNCc3ccc4c(c3)OCO4)cc12	4	5	0	-4	-9	2	100	11	-1.9	-5
COc1ccccc1/C=C1\Oc2cc(OC(=O)N3CCOCC3)ccc2C1=O	3	0	-1	-5	-7	7	.	15	-3.0	28
COc1cc(CNc2ccc3[nH]c(=O)[nH]c3c2)ccc1OCc1ccccc1C	-1	3	0	1	9	-29	84	8	-1.8	38
Nn1c(=O)[nH]c2ccccc2c1=O	7	-21	-1	5	4	0	96	13	-2.3	-1
O=C(O)c1cccc(S(=O)(=O)N2CCC(Cc3ccccc3)CC2)c1	3	-10	6	-4	-9	1	114	14	-2.8	-7
Cc1cc(C(=O)COC(=O)c2ccc(O)cc2)c(C)n1Cc1ccco1	1	18	1	-20	-16	-1	91	8	-1.6	0
Cc1ccc2c(c1)c1c3n2CCN(C(=O)CCl)C3CCC1 (stereo not drawn)	7	-27	11	-5	0	0	93	0	-0.1	-5
COC(=O)C(O)(NC(=O)OCc1ccccc1)C(F)(F)F (stereo not drawn)	0	-9	2	8	-9	0	100	16	-3.6	9
Cc1c(NC(=O)C(=O)N/N=C/c2cccs2)c(=O)n(-c2ccccc2)n1C	9	5	0	2	-8	-2	.	15	-3.0	0
Cc1nc(SCC(=O)NC(C)c2ccccc2)c2oc3ccccc3c2n1 (stereo not drawn)	-3	7	-1	-9	-3	1	101	4	-0.7	4
CC(C)Cn1c(N)c(C(=O)COC(=O)c2c(F)cccc2F)c(=O)n(C)c1=O	4	-12	1	-13	-7	-3	143	1	-0.3	-22
O=C(NCCc1ccc(F)cc1)NC12CC3CC(CC(C3)C1)C2	2	4	-6	4	-5	-2	.	-22	4.0	13
CC(C)(C)S(=O)(=O)c1cnc(N2CCOCC2)nc1N	-2	5	2	-4	0	-3	120	17	-3.4	-19
CCOc1ccc(N2CC(=O)N(c3ccc(OCC)cc3)CC2=O)cc1	-1	3	2	-10	8	-7	103	3	-0.5	13
CCOc1ccc(Cn2nnc(C(=O)Nc3cc(C)cc(C)c3)c2N)cc1	12*	-31	-3	-6	-9	0	72*	-30	6.0	-5

Source: PubChem (several laboratories)
